# APP 5UTR inh = APP translation inhibition. inhibition, % at 2 µM. SH-SY5Y APP 5'UTR-luciferase reporter, luminescence. AID 1285. hit rate 0.82% among 190,000;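 active = inhibition above a set limit, derived from the sample mean plus 3 SD, cut at about 45% in these data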; note: values of inactives mirror those of a sister screen read the other way
# STAT1 act = STAT1 signaling activation | NIH 3T3 STAT1-luciferase reporter, IFN-gamma, luminescence; 100% = IFN-gamma alone, no compound | activation (% of control), % at 5.5 µM | hit rate 2.6% among 200,000;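 active = activation above the screen-wide mean activation plus 3 SD, cut at about 130% in these data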;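 note: raw ratio to IFN-gamma control signal so 100% means no change and 0% no light; values of inactives mirror those of a sister screen read the other way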
# STAT3 blocker = STAT3 signaling inhibition | AID 862 | hit rate 0.89% among 190,000 | U3A cells, IL-6 STAT3-luciferase reporter, luminescence; host cell line lacks STAT1 | inhibition, % at 5.5 µM;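 active = inhibition above the mean inhibition across all screened compounds plus 3 SD, cut at about 44% in these data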;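 note: 0% = DMSO only wells and 100% = 100 µM nifuroxazide control wells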
# ROMK primary = modulators of human ROMK potassium channel; P48048; Tet-inducible ROMK, thallium flux fluorescence; actives lie on both sides; B-score at 10 µM; hit rate 2% among 130,000;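 active = signal ratio slope over the read window, or its plate-corrected B-score, at least 3 SD from the plate mean, either direction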;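 note: B-score of the F/F0 ratio slope over 7 to 12 s after thallium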
# Target sequence (P48048 whole entry, looked up): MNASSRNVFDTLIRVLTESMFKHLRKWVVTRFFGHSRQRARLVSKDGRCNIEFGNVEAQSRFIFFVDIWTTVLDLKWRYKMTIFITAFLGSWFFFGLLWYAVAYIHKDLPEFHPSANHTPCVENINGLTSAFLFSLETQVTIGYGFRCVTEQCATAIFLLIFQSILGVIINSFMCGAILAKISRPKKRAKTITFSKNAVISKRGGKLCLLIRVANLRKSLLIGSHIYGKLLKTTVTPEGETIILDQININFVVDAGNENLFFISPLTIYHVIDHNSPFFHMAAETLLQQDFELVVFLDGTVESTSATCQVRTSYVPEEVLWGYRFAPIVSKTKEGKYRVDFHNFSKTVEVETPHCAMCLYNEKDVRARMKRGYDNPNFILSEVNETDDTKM
# APP 5'UTR act = activates APP 5'UTR luciferase reporter. SH-SY5Y APP 5'UTR luciferase reporter, luminescence; zero percent = DMSO vehicle wells. activation, % at 2 µM. hit rate 1% among 190,000. AID 1276;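 active = activation above a set limit, based on mean plus 3 SD of controls, cut at about 140% in these data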; note: values of inactives mirror those of a sister screen read the other way
# NF-kB expr up = compounds increasing NF-kB expression in human neuronal cells | hit rate 1.6% among 190,000 | NF-kB reporter expression; active compounds read high | AID 1239 | fold change at 12.5 µM; in the data active = fold change above about 3.3
# FLuc stim CS = firefly luciferase counter-screen for stimulation assays | activation factor at 10 µM | 200,000 tested, under 10 active | P08659 | ATPlite luciferase biochemical, luminescence, 10 min; 0 = ATP-free wells, 1 = DMSO control;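 active = luciferase activation factor, scaled between plate controls, of at least 2 with compound at 10 µM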
# Target sequence (P08659 whole entry, looked up): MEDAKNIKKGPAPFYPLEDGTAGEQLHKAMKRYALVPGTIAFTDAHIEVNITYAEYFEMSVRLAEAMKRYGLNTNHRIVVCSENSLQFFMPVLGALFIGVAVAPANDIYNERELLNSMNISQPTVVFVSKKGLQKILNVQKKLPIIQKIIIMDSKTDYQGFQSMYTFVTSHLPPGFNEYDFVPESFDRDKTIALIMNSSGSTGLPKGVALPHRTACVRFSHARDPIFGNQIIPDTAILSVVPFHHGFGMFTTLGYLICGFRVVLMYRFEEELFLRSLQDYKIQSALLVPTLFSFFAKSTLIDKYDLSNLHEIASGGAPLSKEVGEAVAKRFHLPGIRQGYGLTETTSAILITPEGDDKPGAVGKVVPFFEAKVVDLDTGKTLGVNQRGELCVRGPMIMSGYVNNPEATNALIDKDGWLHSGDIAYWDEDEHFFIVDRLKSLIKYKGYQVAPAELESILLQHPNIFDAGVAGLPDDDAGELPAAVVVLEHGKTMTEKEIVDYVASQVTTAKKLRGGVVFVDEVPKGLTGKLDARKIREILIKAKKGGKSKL
#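 System: cell-free luciferase reagent; medium: PBS as buffer for the ATP substrate; doses: test compounds dosed from 2 mM stocks in 100% DMSO; incubation: 10 min, room temperature; measured by: luminescence from luciferase reaction; read-out: luciferase activation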
# STAT3 activator = STAT3 signaling activation | U3A cells, IL-6 STAT3-luciferase reporter, luminescence; 100% = signal with IL-6 EC80 alone | activation (% of control), % at 5.6 µM | hit rate 0.91% among 190,000 | AID 871;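 active = activation above the screen-wide mean of compound activation plus 3 SD, cut at about 130% in these data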;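 note: 0% = background luminescence of wells with medium and substrate only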
#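 Material: STAT1-lacking human U3A cells, STAT3 luciferase reporter | Benchmarks: IL-6-only wells as 100% reference | Probe or stimulus: IL-6 (33 ng/mL) | Timing: Compound 1 h, then IL-6 6 h at 37 °C | Detection: Luminescence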
# FLuc inh counter = Photinus pyralis luciferase inhibition counter-screen; P08659; ATPLite firefly luciferase biochemical luminescence, 10 min; inhibition, % at 10 µM; hit rate 1.5% among 200,000;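 active = inhibition above about 50% when tested at 10 µM, limit read from the data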
# STAT1 blocker = reduces IFN-gamma driven STAT1 reporter signal. NIH 3T3 STAT1-luciferase reporter, luminescence. inhibition, % at 5.5 µM. hit rate 0.35% among 200,000;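 active = inhibition above a set limit, the mean inhibition across all tested compounds plus 3 SD, cut at about 34% in these data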;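 note: 0% = IFN-gamma with DMSO and 100% = IFN-gamma with 300 µM nifuroxazide; values of inactives mirror those of a sister screen read the other way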
# Starred values were filed as active, the others as inactive; x = no result given. Rows were taken by chance (roughly 7.1% active in at least one column).
SMILES,APP 5UTR inh,STAT1 act,STAT3 blocker,ROMK primary,APP 5'UTR act,NF-kB expr up,FLuc stim CS,STAT3 activator,FLuc inh counter,STAT1 blocker
CCOC(=O)N1CCN(C(=O)c2ccc(S(=O)(=O)c3ccc(C)cc3)c(NC(C)=O)c2)CC1,-11,99,8,0.38,11,1.1,1,100,-4,1
CCOc1ccc(-c2nnn(CC(=O)c3cc(OC)ccc3OC)n2)cc1,-4,99,11,1.5,4,0.95,1.1,93,-6,1
CSc1nnc(-c2sccc2OCc2ccc(C)cc2)n1C,-3,96,6,-1.2,3,1.1,1,101,-3,4
C=CCN(C(=O)CSc1nc2[nH]ncc2c(=O)n1-c1ccccc1OC)c1ccccc1,8,93,5,x,-8,0.88,1,98,-4,7
Cn1nc(CC(=O)NC2CCCCCC2)c2ccccc2c1=O,-3,87,41,x,3,0.75,1.1,72,-5,14
CC(=O)Nc1ccc(S(=O)(=O)NCCN2CCOCC2)cc1,2,107,-2,x,-2,1.1,1.1,107,-6,-7
CCOC(=O)c1c(/N=C/N(C)C)sc(/C=N/Nc2ccccc2)c1-c1ccccc1,6,100,-8,-0.24,-6,0.96,1,107,-1,0
Cc1ccc(CNC(=O)CN2CCN(Cc3ccc(C)cc3)C2=O)cc1,15,108,6,-1,-15,1,1,95,1,-2
CCCN1CCC(NC(=S)Nc2ccc(OC)c(OC)c2)CC1,14,108,4,1,-14,1,1.1,102,-6,-10
Cc1sc2ncnc(N=Nc3c(O)[nH]c4ccccc34)c2c1C,-25,106,-1,x,25,0.77,0.5,99,50*,-7
CCc1nc2oc3cc(OC)ccc3c(=O)c2c(=O)n1Cc1ccccc1,3,101,10,-0.42,-3,1.1,1,92,-1,1
C=CCNC(=S)N1CCN(CCN=Cc2c(C)[nH]n(-c3ccc([N+](=O)[O-])cc3)c2=O)CC1,-1,106,6,0.85,1,1,0.9,103,7,-9
COc1ccccc1C(=O)N/C(=C/c1ccc(Br)cc1)C(=O)NCCO,-9,101,9,x,9,1.3,1,101,0,-1
O=C(NNC(=O)c1cccnc1)Nc1ccc(Cl)c(Cl)c1,-14,98,-12,x,14,1.3,1.1,111,-5,3
Cc1cc2c3c(c1C)C1(C(=O)N3C(C)(C)CC2C)C(C#N)=C(N)Oc2n[nH]c(C)c21 (configuration not stated),-12,104,4,x,12,0.97,1.1,98,-6,-4
Cc1ccccc1C(=O)Nc1cccc(N)c1,56*,96,-25,1.6,-56,1.1,1,123,0,-3
CC(C)c1ccc(/C=N/NC(=O)C(=O)NCCCN2CCOCC2)cc1,-6,107,2,0.03,7,1.1,1,101,2,-8
COc1ccc(/C(C)=N/OCC(=O)N=Nc2c(O)[nH]c3ccc(Br)cc23)cc1,0,107,8,-0.38,0,1.2,1,97,-5,-7
CCN(Cc1ccncc1)S(=O)(=O)c1ccc(C(C)=O)cc1,0,81,26,x,0,0.59,1,83,-3,20
CCCCNC(=S)NNC(=O)c1ccc(Br)o1,17,102,9,-0.68,-17,1,1.1,94,-6,-3
CC(C)N(CCc1ccncc1)C(=S)Nc1cccc(Cl)c1,3,99,8,-0.99,-3,0.99,1,103,-5,0
COc1cc(NC(=O)c2ccccc2)c(OC)cc1NC(=O)CN1CCCCC1,16,105,16,-1.1,-16,1.1,1.1,89,-7,-5
CCOC(=O)c1ccccc1NC(=S)N1CCC(C(N)=O)CC1,-12,93,10,0.61,12,1.1,1.1,98,-8,6
O=C1CC(c2ccccc2)Sc2nc(-c3ccccc3)c(-c3ccccc3)n21 (configuration not stated),-23,99,-11,x,23,0.94,1,106,-3,1
CCOC(=O)C(=Cc1ccccc1OC)C(=O)OCC,-10,78,10,-1.4,10,1.4,1,94,-3,23
O=C1NCCc2cc3c(cc21)OCO3,-6,94,0,0.69,6,1.1,1,103,-2,6
CS(=O)(=O)N(CC(=O)Nc1ccc(S(=O)(=O)N2CCOCC2)cc1)c1ccccc1Br,15,103,-3,-0.086,-15,1.1,1.1,105,-8,-3
COc1cc(C)c(S(=O)(=O)N2CCOCC2)cc1C,-1,92,8,x,1,1.2,1,97,2,1
COC(=O)c1ccc(NC(=O)CS(=O)(=O)Cc2ccccc2)cc1,-13,102,5,x,13,1.2,1,99,1,-1
COc1cc(SC)ccc1C(=O)OCC(=O)NC1CCCC1,-20,107,-5,-0.11,20,1.7,1,105,-3,-8
O=C(CSCc1c(Cl)cccc1Cl)Nc1ccc2c(c1)OCCO2,-20,108,13,-2.1,20,1.8,1,92,4,-8
CCCC(=O)n1nc(-c2ccc(Cl)cc2)nc1SC,-38,110,16,x,38,1.8,1,89,-5,-11
CCOC(=O)COc1ccc(S(=O)(=O)NCc2ccco2)cc1,-4,110,0,0.27,4,0.97,1.2,104,-18,-10
CCOC(=O)Nc1cccc(NC(=O)c2cc(OC)cc(OC)c2)c1,26,94,21,-0.012,-26,0.83,1,85,-2,7
CCCc1cc(C(=O)Cc2nc3ccccc3s2)c(O)cc1O,-25,115,-29,x,25,1.1,1,130,-3,-17
CCOC(=O)N1CCN(C(=O)CCn2c(=S)[nH]c3ccsc3c2=O)CC1,2,55,13,0.85,-2,0.89,1.1,91,-6,48*
CCOC(=O)N1CCN(Cc2nc3c(c(=O)n(C)c(=O)n3C)n2CCC(C)C)CC1,4,103,2,x,-4,1.2,1,102,3,-3
CCCC(=O)Nc1ccccc1NC(=O)c1ccc(OC)cc1,-7,95,12,0.96,7,1.1,1.1,95,-7,3
O=C(c1ccc2c(=O)n(C3CCCC3)c(=S)[nH]c2c1)N1CCCCCC1,-8,81,34,-0.82,8,0.88,1.1,78,-8,20
CCN1CCc2c(C#N)c(N3CCOCC3)nc(NCc3ccccc3)c2C1,8,92,6,-1.7,-8,1.9,1.1,95,-6,6
C=C(C)Cn1c(SCCCO)nc2c1c(=O)[nH]c(=O)n2C,0,104,-2,-0.33,0,1.2,1.1,105,-7,-5
CN(C)S(=O)(=O)c1ccc2nc(NC(=O)c3cccs3)sc2c1,-129,153*,-9,0.63,129,3.5*,0.4,111,64*,-58
O=[N+]([O-])c1ccc(OC/C=C2\Oc3ccc([N+](=O)[O-])cc3C2N2CCOCC2)cc1 (configuration not stated),-1,92,14,x,1,0.8,1.1,93,-6,9
CC1(C)CCCC(C)(C)N1CC(O)COCCOc1ccc(Br)cc1 (configuration not stated),-4,102,0,x,4,1.1,1,102,4,-2
C=CCNC(=O)c1ccc(C)c(Br)c1,-19,96,16,-0.9,19,1.1,1,89,2,7
Cc1cc(C)c(S(=O)(=O)N(C)CC(=O)N2CCCCC2)c(C)c1,-14,99,3,x,14,0.88,1,99,0,1
Cc1ccccc1CSCC(=O)N1CCN(c2ccccc2)CC1,-31,103,-4,x,31,1.3,1,104,-2,-3
CCCc1cn(S(=O)(=O)c2ccc(OC)cc2OC)nc1N,-12,102,1,-0.31,12,1.3,1,101,-4,1
Cc1ccc(CN2CCc3[nH]c(=O)[nH]c(=O)c3C2)cc1,-12,112,5,0.011,12,1.3,1,102,-2,-13
O=C1CCc2cc(S(=O)(=O)NC(Cc3ccccc3)C(=O)NCC3CCCO3)ccc2N1 (configuration not stated),-5,92,8,x,5,1.1,1,101,-1,9
CCOCC(=O)Nc1cc(C(=O)Nc2ccccc2)ccc1Cl,-18,101,12,0.011,18,1.3,0.9,96,6,-1
CCOc1nc(NC(=O)NC(=O)c2ccccc2)nc(-c2ccccc2)n1,-6,99,-10,x,5,1.2,1,108,0,2
CS(=O)(=O)Nc1ccc(C(=O)Nc2ccc3c(c2)OCCO3)cc1,-40,118,-6,-0.68,40,1.8,0.7,112,32,-19
CC(CCc1ccccc1)NC(=O)CNC(=S)N(Cc1cccs1)C1CCCC1 (configuration not stated),-3,103,-5,-1.7,3,1.1,1,111,-3,-3
O=C(NCc1ccco1)c1ccc(CN2CCOCC2)cc1,2,103,-1,x,-2,1.4,1,104,1,-4
O=C(Nc1ncccn1)c1ccc([N+](=O)[O-])cc1,-3,108,-4,0.36,3,1.1,1,105,0,-10
Cn1ncc(N=Cc2c(O)ccc3ccccc23)c1C(=O)Nc1cccc(Cl)c1,7,99,6,-2.8,-7,1.3,1,98,-2,-1
CC(=O)c1cccc(NC(=O)COC(=O)c2ccc(S(C)(=O)=O)c([N+](=O)[O-])c2)c1,10,83,10,-0.11,-10,1.4,1.1,97,-11,18
COC(=O)Cc1ccc(Oc2ncc(C(F)(F)F)cc2Cl)cc1,-1,103,13,0.42,1,1.1,1,91,3,-4
O=C(CN1CCN(c2nc(-c3ccccc3)cs2)CC1)NCc1ccc2c(c1)OCO2,11,92,14,x,-11,0.84,1.1,91,-7,9

# Some entries already given, limited to STAT1 blocker, STAT3 blocker and ROMK primary:
SMILES	STAT1 blocker	STAT3 blocker	ROMK primary
CCCc1cc(C(=O)Cc2nc3ccccc3s2)c(O)cc1O	-17	-29	x
CCOC(=O)N1CCN(C(=O)CCn2c(=S)[nH]c3ccsc3c2=O)CC1	48*	13	0.85
CCOC(=O)N1CCN(Cc2nc3c(c(=O)n(C)c(=O)n3C)n2CCC(C)C)CC1	-3	2	x

# Other entries.
SMILES,APP 5UTR inh,STAT1 act,STAT3 blocker,ROMK primary,APP 5'UTR act,NF-kB expr up,FLuc stim CS,STAT3 activator,FLuc inh counter,STAT1 blocker
Cc1cc(C)c(S(=O)(=O)n2c([N+](=O)[O-])cnc2C)cc1C,11,98,1,0.22,-11,1.2,1,100,3,2
CC1OC(Nc2ccc(N=Nc3ccccc3)cc2)C(O)C(O)C1O (configuration not stated),-73,120,-2,0.32,73,1.1,1,101,-1,-21
NC(=O)C1CCCN(C(=S)Nc2cccc3ccccc23)C1 (configuration not stated),-13,98,-3,x,13,0.98,1.1,98,-8,3
COc1cccc(C(=O)CSc2nnc(COc3cccc4cccnc34)o2)c1,-12,110,11,0.63,39,0.64,1,96,-2,-12
CCc1ccc(/C=N/n2c(C)cc(C)c(C#N)c2=O)cc1,5,97,14,0.99,-5,1,1,89,-3,3
CC(C)OCCCNC(=S)NNC(=O)C(c1ccccc1)c1ccccc1,-5,100,4,0.23,5,0.87,1.1,100,-9,-2
CCOc1ccc(NC2=NCC(=O)N2CCc2ccccc2)cc1,-1,96,26,-0.88,1,0.87,1,81,-3,5
Cc1ccc(OCc2ccc(C(=O)Nc3nccs3)o2)cc1,-23,111,12,x,23,1.1,1,94,4,-12
CCN(CC)CCNC(=O)C(=O)NCC1OCCN1S(=O)(=O)c1ccc2c(c1)OCCO2 (configuration not stated),2,105,-4,0.62,-2,1.3,1.1,108,-5,-5
CCn1c(C)nc2cc(C(=O)NNC(=O)Nc3ccc(Cl)cc3)ccc21,6,98,14,-0.007,-6,1.2,1.1,93,-5,1
Cc1ccc(C)c2[nH]c(=O)c(CCNC(=O)CC(C)C)cc12,28,98,17,x,-28,0.99,1.1,86,-5,3
CCCN1C(=O)C(Cc2nc3ccccc3c(=O)n2-c2ccccc2)c2ccccc21 (configuration not stated),-20,102,-3,-0.4,20,0.84,1,101,-4,-2

# STAT1 act, what is marked active above.
SMILES | APP 5UTR inh | STAT1 act | ROMK primary | APP 5'UTR act | NF-kB expr up | STAT3 activator | STAT1 blocker
CN(C)S(=O)(=O)c1ccc2nc(NC(=O)c3cccs3)sc2c1 | -129 | 153* | 0.63 | 129 | 3.5* | 111 | -58
